STAT1 blocker – STAT1 signaling inhibitors, primary screen, cell-based, HTS, luciferase reporter. NIH 3T3 STAT1-luciferase reporter, IFN-gamma, luminescence. inhibition, % at 5.5 µM. 200,000 tested, 0.35% active. AID 920, 2007;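 active = inhibition above a set limit, the mean inhibition across all tested compounds plus 3 SD, cut at about 34% in these data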;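 also: 0% = IFN-gamma with DMSO and 100% = IFN-gamma with 300 µM nifuroxazide; values of inactives mirror those of a sister screen read the other way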
ROMK mod – ROMK potassium channel modulators, primary screen, cell-based, thallium flux, MLSMR library. ATP-sensitive inward rectifier potassium channel 1 (Homo sapiens), P48048. Tet-inducible ROMK, thallium flux fluorescence; actives lie on both sides. B-score at 10 µM. 130,000 tested, 2% active. AID 1918, 2009;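 active = signal ratio slope over the read window, or its plate-corrected B-score, at least 3 SD from the plate mean, either direction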;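 also: B-score of the F/F0 ratio slope over 7 to 12 s after thallium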
Target sequence (P48048 whole entry, looked up): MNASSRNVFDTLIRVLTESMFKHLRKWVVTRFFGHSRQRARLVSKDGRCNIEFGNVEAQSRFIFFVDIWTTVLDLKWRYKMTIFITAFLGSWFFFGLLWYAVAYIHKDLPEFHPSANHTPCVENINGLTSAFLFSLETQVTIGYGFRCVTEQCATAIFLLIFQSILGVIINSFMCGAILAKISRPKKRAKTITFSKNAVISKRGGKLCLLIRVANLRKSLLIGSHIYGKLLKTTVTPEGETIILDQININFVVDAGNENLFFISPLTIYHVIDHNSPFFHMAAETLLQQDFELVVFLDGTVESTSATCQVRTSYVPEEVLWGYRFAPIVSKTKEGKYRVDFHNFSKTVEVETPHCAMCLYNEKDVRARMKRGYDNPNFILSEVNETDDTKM
APP transl inh – inhibitors of APP translation via 5'UTR reporter, primary screen, APP 5'UTR luciferase, SH-SY5Y cells; inhibition, % at 2 µM; AID 1285, 2008; 190,000 tested, 0.82% active; SH-SY5Y APP 5'UTR-luciferase reporter, luminescence;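 active = inhibition above a set limit, derived from the sample mean plus 3 SD, cut at about 45% in these data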; also: values of inactives mirror those of a sister screen read the other way
APP 5'UTR act – activators of APP 5'UTR luciferase reporter, primary screen, SH-SY5Y cells; SH-SY5Y APP 5'UTR luciferase reporter, luminescence; zero percent = DMSO vehicle wells; activation, % at 2 µM; 190,000 tested, 1% active; AID 1276, 2008;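 active = activation above a set limit, based on mean plus 3 SD of controls, cut at about 140% in these data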; also: values of inactives mirror those of a sister screen read the other way
FLuc inh counter – firefly luciferase enzyme inhibitors, primary screen, artefact control for luciferase-based inhibitor screens, biochemical, luminescence, ATPLite | Luciferin 4-monooxygenase (Photinus pyralis), P08659 | 10 min | inhibition, % at 10 µM | 200,000 tested, 1.5% active;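 active = inhibition above about 50% when tested at 10 µM, limit read from the data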
Target sequence (P08659 whole entry, looked up): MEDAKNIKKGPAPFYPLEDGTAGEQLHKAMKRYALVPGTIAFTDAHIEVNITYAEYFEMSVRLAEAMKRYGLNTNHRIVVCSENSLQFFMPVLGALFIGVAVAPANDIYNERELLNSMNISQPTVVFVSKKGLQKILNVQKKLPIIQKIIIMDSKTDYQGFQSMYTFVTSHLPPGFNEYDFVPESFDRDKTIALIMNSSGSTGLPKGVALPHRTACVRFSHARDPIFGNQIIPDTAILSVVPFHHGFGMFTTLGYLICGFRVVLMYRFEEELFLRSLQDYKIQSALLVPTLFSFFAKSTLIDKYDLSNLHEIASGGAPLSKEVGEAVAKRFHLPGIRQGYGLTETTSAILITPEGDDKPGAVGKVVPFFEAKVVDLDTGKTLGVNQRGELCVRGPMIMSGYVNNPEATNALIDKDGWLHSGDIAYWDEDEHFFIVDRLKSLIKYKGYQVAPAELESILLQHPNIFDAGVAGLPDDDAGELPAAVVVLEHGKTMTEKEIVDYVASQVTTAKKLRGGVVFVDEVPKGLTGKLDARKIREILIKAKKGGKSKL
NF-kB neuron act – activators of NF-kB expression in neurons, primary screen, cell-based, HTS | fold change at 12.5 µM | 190,000 tested, 1.6% active | AID 1239, 2008 | human neuronal cells, NF-kB reporter expression; stronger effect = higher value; in the data active = fold change above about 3.3
STAT1 activator – STAT1 signaling activators, primary screen, cell-based, HTS, luciferase reporter; NIH 3T3 STAT1-luciferase reporter, IFN-gamma, luminescence; 100% = IFN-gamma alone, no compound; activation (% of control), % at 5.5 µM; 200,000 tested, 2.6% active;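 active = activation above the screen-wide mean activation plus 3 SD, cut at about 130% in these data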;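 also: raw ratio to IFN-gamma control signal so 100% means no change and 0% no light; values of inactives mirror those of a sister screen read the other way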
STAT3 inh – IL-6 driven STAT3 reporter inhibitors, primary screen, U3A cells, luciferase, luminescence, MLSCN library. 190,000 tested, 0.89% active. inhibition, % at 5.5 µM. IL-6 STAT3-luciferase reporter; host cell line lacks STAT1. AID 862, 2007;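 active = inhibition above the mean inhibition across all screened compounds plus 3 SD, cut at about 44% in these data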;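 also: 0% = DMSO only wells and 100% = 100 µM nifuroxazide control wells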
FLuc stim CS – FLuc activators, initial screening, artefact control for FLuc-dependent activation tests, biochemical, ATPlite luminescence; activation factor at 10 µM; 200,000 tested, under 10 active; ATPlite luciferase biochemical, 10 min; 0 = ATP-free wells, 1 = DMSO control; Luciferin 4-monooxygenase (Photinus pyralis), P08659; AID 1027, 2008;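 active = luciferase activation factor, scaled between plate controls, of at least 2 with compound at 10 µM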
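System: luciferase plus luciferin reagent, cell-free; medium: PBS as buffer for the ATP substrate; dosing: test compounds dosed from 2 mM stocks in 100% DMSO; timing: 10 min post-reagent at room temperature; measured by: luminescence measurement of luciferase light output; evaluation: luciferase activation, seen as luminescence increase over controls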
STAT3 activator – IL-6 driven STAT3 reporter potentiators, primary screen, U3A cells, luciferase, luminescence, MLSCN library; AID 871, 2007; 190,000 tested, 0.91% active; activation (% of control), % at 5.6 µM; IL-6 STAT3-luciferase reporter; 100% = signal with IL-6 EC80 alone;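 active = activation above the screen-wide mean of compound activation plus 3 SD, cut at about 130% in these data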;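 also: 0% = background luminescence of wells with medium and substrate only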
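Material: STAT3-luciferase reporter U3A cells. Controls: IL-6-treated wells, 100% activation. Read-out: % activation versus median of IL-6-stimulated wells. Probe or stimulus: IL-6 stimulus at 33 ng/mL final. Timing: compound 1 h, then IL-6 6 h at 37 °C. Signal: reporter luminescence signal.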
Numbers without * were called inactive; · = not tested or not shown.

SMILES	STAT1 blocker	ROMK mod	APP transl inh	APP 5'UTR act	FLuc inh counter	NF-kB neuron act	STAT1 activator	STAT3 inh	FLuc stim CS	STAT3 activator
COc1ccc(N/C=C/C(=O)c2ccc(Cl)cc2)cc1	-45.1	-0.83	-151.8	151.8*	34.7	1.04	139.5*	-4.1	0.7	103.5
Cc1csc(SCC(=O)O)n1	-2.0	·	-4.9	4.9	-4.3	1.15	101.8	10.4	1	94.9
Cc1cccc(C(=O)N/N=C/c2ccc(OCC(=O)N3CCCCC3)cc2)c1	5.5	0.173	-20.5	20.5	7.9	1.05	95.0	3.8	0.9	103.4
Cc1cc(C(=O)OCC(=O)Nc2cc(C(F)(F)F)ccc2N2CCOCC2)c(C)o1	1.6	-1.32	-7.8	7.8	-0.2	0.84	98.5	-2.3	1	104.2
COCCCNC(=O)c1c[nH]c2ccc(S(=O)(=O)N3CCC(C)CC3)cc2c1=O	3.5	-0.417	-9.1	9.1	-5.1	0.84	96.0	17.3	1.1	94.1
C/C(CC(=O)Nc1ccccn1)=N\NC(=O)c1cccc(C)c1	-6.0	0.566	-10.2	10.2	-0.5	1.08	103.6	4.5	1	102.2
COC(=O)C1=C(C)NC(=O)C1(NS(=O)(=O)c1ccc(C)cc1)C(F)(F)F (stereo unspecified)	2.5	0.493	-3.8	3.8	-6.8	1.12	97.7	-5.4	1.1	104.7
CCn1c(CSCc2ccc(Cl)cc2)nnc1SCC(=O)Nc1cccc(C(=O)O)c1	3.5	0.359	2.1	-2.1	-8.2	1.27	94.9	16.5	1.1	90.1
O=C(Nc1nc(-c2ccccn2)cs1)C1CC1	-18.1	·	-2.9	2.9	3.1	1.58	116.2	9.4	1	96.5
CCc1ccc(OCC(=O)NN2Cc3ccccc3C2=N)cc1	0.8	-0.951	-9.3	9.3	-7.9	1.18	97.9	11.3	1.1	96.0
O=C(CN(CC1CCCO1)S(=O)(=O)c1ccc(S(=O)(=O)NC2CC2)cc1)Nc1ccccc1 (stereo unspecified)	6.6	·	-6.4	6.4	-0.3	0.89	93.9	7.3	1	97.4
CCC(=O)c1c(NC(CC)CO)cc(C)oc1=O (stereo unspecified)	-11.3	0.0206	-13.9	13.9	-3.0	1.66	109.4	7.3	1	99.8
COc1ccc(N2C(=O)CC2(/C=C/c2ccccc2OC)C(=O)NC2CCCC2)cc1 (stereo unspecified)	3.2	-4.7*	17.3	-17.3	1.1	1.06	96.4	-0.9	1	102.6
CC(C)=CCC/C(C)=C/CC/C(C)=N/O	6.8	·	-1.0	1.0	2.8	1.33	93.8	8.5	1	97.2
COc1ccc(-c2nc3n(n2)C(c2ccncc2)C(C(N)=O)=C(C)N3)cc1 (stereo unspecified)	6.8	·	-1.5	1.5	-3.3	0.83	93.8	-28.2	1	130.1
Cc1nn2c3ccccc3nc2n(C)c1=O	6.5	·	4.6	-4.6	-5.6	1.14	94.5	16.6	1.1	91.0
O=C(O)c1ccc(S(=O)(=O)c2ccc3c(c2)C(=O)N(NC(=O)c2ccccc2)C3=O)cc1	-26.2	1.7	-1.9	1.9	-3.7	1.21	121.9	14.1	1	94.7
O=C(O)c1nc(-c2ccccc2)n(-c2cccc(C(F)(F)F)c2)n1	-8.5	0.0531	-53.2	53.2	-0.3	1.07	106.8	1.9	1	99.8
Cc1cc(C(=O)O)c(=O)[nH]c1C	5.1	·	6.4	-6.4	-7.3	0.98	95.4	7.7	1.1	97.4
O=C(NC1CS(=O)(=O)CC1NCc1ccccc1)c1ccccc1 (stereo unspecified)	-4.1	-0.0562	8.2	-8.2	-2.2	0.82	103.7	9.9	1	94.2
CC(C)c1nnc(NC(=O)CC(=O)Nc2ccccc2C(=O)O)s1	19.2	0.605	4.1	-4.1	5.3	0.43	83.2	28.4	0.9	79.8
CCN1C(=O)N(c2ccc(Cl)cc2)C(C)=CC1(C)C	-2.6	·	-1.1	1.1	2.9	0.99	102.4	-2.2	1	105.5
O=C(NCCC1=CCCCC1)C1CCCN(c2nc3ccccc3o2)C1 (stereo unspecified)	-0.7	-1.01	1.2	-1.2	-8.1	1.07	100.7	12.3	1.1	95.9
C=CCNC(=O)COC(=O)c1ccc(Cl)c(S(=O)(=O)N(Cc2ccccc2)c2ccccc2)c1	3.9	·	-2.5	2.5	2.6	1.39	96.4	9.4	1	91.0
COc1ccc(C(=O)Nc2ccc(OC)c(OC)c2)cc1	-12.7	0.0499	-32.4	32.4	34.3	1.86	111.7	-2.3	0.7	105.4
FC(F)(F)c1cc(-c2ccco2)nc(N2CCN(Cc3ccccc3)CC2)n1	4.7	·	-12.9	12.9	-8.7	1.5	95.8	-2.4	1.1	102.2
CNC(=S)/N=C/NOCc1c(Cl)cccc1Cl	4.1	-1.45	16.2	-16.2	-7.5	1.06	96.3	25.5	1.1	84.4
C=CCN(C(=O)c1cc(C)cc(C)c1)C1(C(=O)Nc2ccccc2)CCN(C(C)C)CC1	-4.6	-1.08	8.7	-8.7	-5.8	0.87	104.2	-0.6	1.1	104.7
Cc1cc(NC(c2ccc(Cl)cc2)c2ccc3cccnc3c2O)no1 (stereo unspecified)	-4.7	0.785	79.4*	-79.4	-9.9	1.11	104.3	13.8	1.1	93.8
Cn1ncc(Br)c1C(=O)Nc1ccc(Cl)cn1	-3.1	·	-23.7	23.7	-3.4	1.23	101.8	22.5	1	86.0
CSc1nc(C)cc(SCC(=O)Nc2ccccc2)n1	12.3	0.355	12.2	-12.2	2.8	1.02	88.5	14.5	1	92.4
CCOC(=O)N1CCC(N(C(=O)Nc2ccccc2)C(C)CC)CC1 (stereo unspecified)	-0.9	0.351	-5.8	5.8	-8.6	0.93	100.8	7.7	1.1	99.9
Cc1cc(C)n2c(SCc3cccs3)nnc2n1	-14.2	·	-15.8	15.8	-7.3	1.59	113.1	20.8	1.1	84.8
CCCCC(=O)Nc1nc(C)c(-c2csc(Nc3ccccc3OC)n2)s1	-17.9	·	-1.3	1.3	-9.7	1	116.5	3.2	1.1	101.4
CCCc1cc(=O)n2[nH]c(SCc3ccccc3)nc2n1	1.5	0.223	-15.0	15.0	1.7	0.92	98.6	-7.4	1	108.9
CCOc1cc(/C=C/C(=O)c2ccc(O)cc2)ccc1OCC(=O)N(C)C	2.9	·	7.6	-7.6	6.5	2.09	97.4	7.9	0.9	95.7
CCOc1ccc(-c2cc(NC(=O)Cn3ncc4c3-c3ccccc3OC4)on2)cc1OCC	-0.3	·	·	·	-3.6	0.92	100.3	18.0	1	92.0
O=C(/C=C/c1cccc([N+](=O)[O-])c1)N1CCOCC1	4.9	1.21	3.5	-3.5	-3.7	1.21	95.7	0.9	1	97.2
O=C(CCCN1C(=O)c2ccccc2C1=O)Oc1ccc(Cl)cc1	0.3	0.0302	·	·	1.3	1.12	97.6	-3.3	1	102.9
c1ccc(-n2c(-c3cccs3)nc3nc4ccccc4nc32)cc1	-4.6	·	7.8	-7.8	-8.1	1.16	104.2	-3.5	1.1	101.7
CC(=O)c1cc2c(cc1NC(=O)CSc1nc3ccc(C)cc3[nH]1)OCO2	3.1	·	-13.5	13.5	-1.9	1.41	97.2	-6.9	1	101.4
Cc1ccc(NC(=O)c2cc(Cl)ccc2[N+](=O)[O-])cc1C	-5.1	·	1.5	-1.5	-5.1	1.17	104.5	14.3	1.1	90.2
CCN1C(=O)NC2=C(C(=O)c3ccccc32)C1c1ccccc1F (stereo unspecified)	13.3	-0.337	·	·	-3.2	0.72	87.7	12.3	1	95.1
Cc1cccc(NC(=O)CSc2nnc(CNC(=O)c3ccc(S(=O)(=O)N(C)C)cc3)n2-c2ccccc2)c1	8.1	0.00943	-22.5	22.5	-4.4	0.79	92.8	7.1	1	95.8
Nc1nc(SCC(=O)OCc2ccccc2)[nH]c(=O)c1NC(=O)c1ccco1	-4.3	·	5.6	-5.6	-8.2	1.35	101.3	-11.1	1.1	108.3
Cn1nc(-c2ccccc2)c(C(=O)NCC(=O)O)c1Cl	1.0	0.448	-6.0	6.0	-3.1	1.03	99.0	6.0	1	98.9
O=C(COc1ccc(Cl)cc1)NCc1nnc(SCC(=O)Nc2ccccc2)o1	13.2	-0.832	-1.1	1.1	-1.6	0.96	87.8	6.2	1	101.2
Cc1cc(=O)oc2cc(OC(=O)CCN3C(=O)c4ccccc4C3=O)ccc12	1.4	0.0192	-14.8	14.8	0.9	0.9	98.8	6.8	1	100.7
CCOc1ccccc1-c1nc2c([nH]1)c(=O)n(C)c(=O)n2C	3.7	0.107	5.5	-5.5	0.0	0.8	96.6	-11.4	1	110.4
COc1cccc2c(=O)n(CC(=O)N3CCCCCC3)ccc12	1.2	·	-2.7	2.7	-2.9	1.08	98.9	6.9	1	101.8
CCOC(=O)c1sc(N)nc1-c1ccccc1	3.9	·	1.5	-1.5	-5.2	1.13	96.4	5.4	1.1	102.7
CCOc1cc(CO)c(Br)cc1OCC(=O)O	4.2	0.527	14.2	-14.2	-4.6	1.08	96.1	2.7	1	97.9
COc1ccc2c(c1)CCc1c(C(=O)N3CC4(C)CC3CC(C)(C)C4)noc1-2 (stereo unspecified)	1.4	·	-3.8	3.8	-3.3	0.89	98.7	-0.8	1	104.8
COC(=O)c1cc(NC(=O)CCc2c(C)nc3ncnn3c2C)cc(C(=O)OC)c1	3.9	·	3.9	-3.9	-8.7	1.01	96.5	9.1	1.1	93.0
C=CCN(CC=C)C(=S)NC(=O)/C=C/c1ccccc1	0.3	0.0275	-14.7	14.7	-5.6	1.32	99.7	1.8	1.1	102.6
Cc1ccc(Nc2cc(C)nc3nc(C)nn23)c(C)c1	-7.3	-0.518	-23.2	23.2	-11.9	0.93	106.6	-6.5	1.1	105.5
COc1ccc(NC(=O)CSc2nc(N)c(C#N)cc2C#N)cc1	9.8	-0.748	-7.0	7.0	-5.9	0.97	91.0	-1.2	1.1	99.7

Filtered by structure, the entries above containing bromine (2)
SMILES	STAT1 blocker	ROMK mod	APP transl inh	APP 5'UTR act	FLuc inh counter	NF-kB neuron act	STAT1 activator	STAT3 inh	FLuc stim CS	STAT3 activator
Cn1ncc(Br)c1C(=O)Nc1ccc(Cl)cn1	-3.1	·	-23.7	23.7	-3.4	1.23	101.8	22.5	1	86.0
CCOc1cc(CO)c(Br)cc1OCC(=O)O	4.2	0.527	14.2	-14.2	-4.6	1.08	96.1	2.7	1	97.9

Screening data (PubChem)
